# Yeast superoxide: yeast age-related superoxide inhibition as caloric restriction mimetic | S. cerevisiae aged cells, superoxide DHE fluorescence; active compounds read low | superoxide response (% of plate mean), % at 10 µM | 0.18% of 330,000 active | AID 2690;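 active = superoxide response under a set limit, about three screen SD below normal, cut at about 65% in these data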;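 note: yeast aged for seven days with compound at 30 °C before DHE staining; 100% = average MFI of all compound-treated wells on the plate with controls excluded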
# PP5 inh: PP5 (human) phosphatase inhibition; inhibition, % at 6.7 µM; P53041; 0.18% of 320,000 active; purified PP5c, OMFP substrate fluorescence;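 active = inhibition above the campaign's mean inhibition across all tested compounds plus 3 SD, cut at about 9.5% in these data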;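 note: 0% = DMSO only and 100% = 100 µM cantharidin control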
# Target sequence (P53041 whole entry, looked up): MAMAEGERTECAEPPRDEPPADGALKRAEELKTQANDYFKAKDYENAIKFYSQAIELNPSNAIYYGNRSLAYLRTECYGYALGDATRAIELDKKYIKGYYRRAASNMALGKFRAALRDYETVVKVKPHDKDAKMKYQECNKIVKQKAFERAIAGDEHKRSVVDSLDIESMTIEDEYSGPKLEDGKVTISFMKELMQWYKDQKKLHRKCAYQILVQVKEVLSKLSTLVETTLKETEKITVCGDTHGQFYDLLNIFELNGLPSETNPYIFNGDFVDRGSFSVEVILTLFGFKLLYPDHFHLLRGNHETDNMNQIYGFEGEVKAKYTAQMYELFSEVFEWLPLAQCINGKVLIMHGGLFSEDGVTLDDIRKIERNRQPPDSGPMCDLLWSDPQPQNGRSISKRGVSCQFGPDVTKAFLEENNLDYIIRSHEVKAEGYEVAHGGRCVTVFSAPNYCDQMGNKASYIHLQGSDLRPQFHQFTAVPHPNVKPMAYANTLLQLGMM
# ZTA counter: ZTA (EBV) inhibition in EBNA-1 counter-screen | ZTA-DNA binding, fluorescence polarization | P03206 | 0.15% of 320,000 active | inhibition, % at 11 µM; in the data active = inhibition above about 33%
# Target sequence (P03206 whole entry, looked up): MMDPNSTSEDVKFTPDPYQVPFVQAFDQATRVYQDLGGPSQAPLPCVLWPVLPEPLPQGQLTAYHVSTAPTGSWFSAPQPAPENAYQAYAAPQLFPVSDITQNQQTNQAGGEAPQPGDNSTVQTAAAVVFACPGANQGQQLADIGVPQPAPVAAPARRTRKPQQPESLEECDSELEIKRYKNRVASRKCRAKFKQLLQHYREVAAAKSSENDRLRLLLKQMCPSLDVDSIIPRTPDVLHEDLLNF
# PP1 counter: PP1-alpha (human) inhibition in PP5 counter-screen | purified PP1alpha, OMFP fluorescence | inhibition, % at 6.7 µM | 0.9% of 320,000 active;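 active = inhibition above the mean inhibition of all tested compounds plus 3 SD, computed separately for each screening campaign, cut at about 15% in these data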
# Target sequence (P62136 whole entry, looked up): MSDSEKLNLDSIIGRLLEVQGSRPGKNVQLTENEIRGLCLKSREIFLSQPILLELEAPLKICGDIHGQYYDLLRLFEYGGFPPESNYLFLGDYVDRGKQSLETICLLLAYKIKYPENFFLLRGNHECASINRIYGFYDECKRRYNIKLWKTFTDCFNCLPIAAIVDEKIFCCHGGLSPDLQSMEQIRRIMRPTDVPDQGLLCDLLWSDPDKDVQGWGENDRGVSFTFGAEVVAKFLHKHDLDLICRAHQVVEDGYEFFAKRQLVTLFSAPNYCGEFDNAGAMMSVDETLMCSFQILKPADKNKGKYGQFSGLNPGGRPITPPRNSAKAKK
# HCV core dimer: blocks dimerization of HCV core protein. TR-FRET GST/Flag-core106 dimerization, 1536-well. inhibition, % at 5 µM. 0.33% of 300,000 active. AID 1899;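 active = inhibition above the mean of all tested compounds plus 3 SD, set per screening campaign, cut at about 45% in these data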
#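 Assay system: GST-tagged and Flag-tagged HCV core protein residues 1-106 / Times: compound-protein-antibody incubation 4 h at 22.5 °C / Signal: time-resolved FRET, ex 340 nm, em 617 and 671 nm / Evaluation: % inhibition based on acceptor/donor emission ratio / Benchmarks: wells lacking GST-core106 and wells with excess unlabelled core106 / Repeats: singlicate, one well per compound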
# EBNA-1 inhibitor: blocks EBNA-1 binding to DNA. EBNA-1 DNA binding, fluorescence polarization. inhibition, % at 14.8 µM. 0.34% of 300,000 active. AID 1950; in the data active = inhibition above about 28%
# JMJD2C inh: human JMJD2C demethylase inhibition | Q9H3R0 | GST-JMJD2C(1-420) H3K9me3 demethylation, DELFIA europium | inhibition, % at 2.35 µM | 0.069% of 330,000 active;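 active = more than half of a compound's replicate wells show inhibition beyond 50%, single wells judged on their own value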;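 note: signal counts dimethyl H3K9 product captured on neutravidin plate; 0% = median of DMSO wells and 100% = 0.3 times that DMSO median; strong numbers were not always called active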
# TPT1 inh: C. albicans TPT1 enzyme inhibition; inhibition, % at 5 µM; 0.81% of 300,000 active; recombinant caTPT1, FP RNA substrate dephosphorylation;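 active = inhibition above the mean of all tested compounds plus 3 SD, set per screening campaign, cut at about 24% in these data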;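 note: plate controls were DMSO alone for no effect and ferristatin control at 100 nM for full effect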
# CTSL1 counter: cathepsin L1 inhibition, PFM18AAP counter-screen; recombinant F. hepatica cathepsin L1, Z-Leu-Arg-MCA fluorescence; inhibition, % at 5.96 µM; 0.49% of 300,000 active;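 active = inhibition above the mean of all tested compounds plus 3 SD, set per screening campaign, cut at about 17% in these data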;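 note: 0% = plate median of test compound wells and 100% = 1 µM Z-Phe-Ala-diazomethylketone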
# The depositor's hits bear a star; i = inactive; / = not tested or not shown. Compounds as they come. About 3.1% of those tested had a hit in this group.
SMILES,Yeast superoxide,PP5 inh,ZTA counter,PP1 counter,HCV core dimer,EBNA-1 inhibitor,JMJD2C inh,TPT1 inh,CTSL1 counter
CC(C)Cn1c(SCC(=O)N(C)C2CCS(=O)(=O)C2)nc2cc(Cl)ccc2c1=O (stereo not drawn),102,0.7,18,2,1,-1,-38,-3,-9
COC(=O)c1cc2c(C)nn(C)c2s1,i,-1.8,5,-5,3,-1,15,3,-3
O=C(N/C(=C/c1ccc(Br)cc1)C(=O)N1CCCC1)c1ccccc1F,95,-0.3,14,0,7,5,0,-3,1
Cc1cccc(NC(=O)C(C)SCc2nc3sc(C)c(C)c3c(=O)[nH]2)n1 (stereo not drawn),105,1.0,13,2,15,2,-13,17,-1
O=[N+]([O-])c1ccccc1OCCOCCOc1cccc2cccnc12,92,2.4,-5,-1,-5,-6,0,2,-2
CCCCC#Cc1cncc(C(=O)NN)c1,107,1.9,-15,0,0,-2,0,-3,-2
Cn1ccnc1SCC(=O)n1c2c(c3ccccc31)CCCC2,109,3.3,-4,0,2,-12,-35,-1,-2
FC(F)(F)c1cc(N2CCNCC2)c2ccccc2n1,102,0.9,-10,3,-1,-10,-2,0,6
CC(C)(C)c1cc(=O)[nH]c(SCc2ccccc2)n1,102,1.2,0,3,5,-11,2,-1,0
CCCCC(=O)Nc1ccc(C(=O)Nc2ccc3c(c2)OCO3)cc1,101,1.9,10,1,4,4,8,5,-1
O=C(c1c(O)c2ccccc2oc1=O)C1CCC1,99,1.9,-14,-4,-5,0,8,0,-5
CC(C)(C)C1CCC(=NNC(=O)c2cc(-c3ccccc3)n[nH]2)CC1 (stereo not drawn),73,-1.5,-6,-2,-3,1,20,2,-2
CC(=O)Cc1nsc(NC(=O)c2cn(-c3ccccc3)nc2-c2ccc(Br)cc2)n1,104,-1.1,2,-4,0,13,-1,1,0
COC(=O)[C@H](CC(C)C)NC(=O)Nc1ccc2c(c1)OCCO2,91,-1.6,-5,-3,-2,3,-1,-3,-1
Cn1c(=O)n(C)c2cc(S(=O)(=O)Nc3ccc(F)cc3)ccc21,104,-1.3,21,-4,11,5,-19,0,-3
CN(C)c1ccc(C(=O)n2nnc3ccccc32)cc1,106,3.4,5,3,5,16,4,-2,11
CN=C(NC(=O)Nc1c(C)cccc1C)NC(=O)Nc1c(C)cccc1C,98,2.5,9,1,-3,-4,0,-1,1
CN1CCN(c2ccc([N+](=O)[O-])cc2/C=N/NC(=O)c2cccc([N+](=O)[O-])c2)CC1,107,1.7,-10,2,-11,5,-14,-1,-2
O=C(CSc1nnc(CNc2ccc(F)cc2)o1)OC1CCCCC1,99,0.9,3,1,-4,8,0,-4,1
CCOC(=O)CN1N=C(/C=C/c2ccc(OC)cc2)CCC1=O,113,2.7,5,-3,1,-1,-16,2,-1

# Profiles, looked up by structure. Order of screens: Yeast superoxide	PP5 inh	ZTA counter	PP1 counter	HCV core dimer	EBNA-1 inhibitor	JMJD2C inh	TPT1 inh	CTSL1 counter
# Results for O=C(CSc1nnc(CNc2ccc(F)cc2)o1)OC1CCCCC1 → 99	0.9	3	1	-4	8	0	-4	1
# Results for CN(C)c1ccc(C(=O)n2nnc3ccccc32)cc1 → 106	3.4	5	3	5	16	4	-2	11

# The list goes on:
SMILES,Yeast superoxide,PP5 inh,ZTA counter,PP1 counter,HCV core dimer,EBNA-1 inhibitor,JMJD2C inh,TPT1 inh,CTSL1 counter
CC1OC(Nc2ccc(OC(F)(F)F)cc2)C(O)C(O)C1O (stereo not drawn),102,-0.5,13,-2,-2,1,-1,3,1
CCN1CC2=C(OC(N)=C(C#N)C2c2cccs2)/C(=C/c2cccs2)C1 (stereo not drawn),98,2.2,-15,5,46,14,-22,34*,-1
Nc1ncnc(Sc2ccccc2)c1[N+](=O)[O-],104,-1.6,2,-7,-1,4,-11,-3,5
CC/C(O)=C1\C(=O)CC(c2ccccc2)CC1=NCCc1c(C)[nH]c2ccc(C)cc12 (stereo not drawn),76,5.2,4,5,15,-7,-1,0,1
O=C(CCN1C(=O)c2ccccc2C1=O)Nc1cc(F)ccc1F,111,0.6,-4,-3,1,-3,8,-2,4
O=C(COC(=O)/C=C/c1cccc(Br)c1)NC1CCCCCC1,95,0.6,-12,-3,/,/,0,/,/
CC(C)(C)C(=O)O/N=C(\N)c1ccc(Oc2cc(Cl)cc(Cl)c2)c([N+](=O)[O-])c1,104,0.8,-16,-2,-2,-8,-4,-3,2
CCCCN(C)Cc1c(C)[nH]c2ccc(C)cc2c1=O,92,-0.7,10,0,-3,5,10,-1,2
Cc1cc(Nc2ccccc2F)n2nc(C)nc2n1,95,1.1,8,0,2,-2,7,3,-3
CCCCN(CCNP(=O)(OCC)OCC)CP(=O)(OCC)OCC,103,2.9,8,-4,1,-13,9,0,-1
COc1cccc(NS(=O)(=O)c2ccc(-n3cccn3)cc2)c1,100,1.0,-3,-2,-9,8,2,-2,-1
Cn1c(SCC(=O)Nc2nccs2)nnc1-c1ccccn1,91,1.3,0,-3,5,4,-1,-3,-2
CC1(C)Cc2c(sc(NC(=O)C(=O)N3CCOCC3)c2C(N)=O)CO1,123,-1.1,-3,1,-21,3,-2,-4,4
N#Cc1ccc(CSc2nnc(NC(=O)c3ccc(=O)[nH]c3)s2)cc1,115,0.1,-3,-8,5,-8,7,1,7
CCOC(=O)C1CCN(S(=O)(=O)c2ccc3[nH]c(=O)oc3c2)CC1,98,-1.9,6,-3,-6,10,-5,2,-3
O=C(NCCO)c1cc([N+](=O)[O-])cc2c1C=Cc1ccccc1O2,125,2.2,-2,-5,-4,-13,-4,4,1
O=C(CSc1nnnn1C1CCCCC1)Nc1cccc(NC(=O)c2ccco2)c1,103,2.7,11,0,11,-5,5,-1,-1
COc1ccccc1NC(=O)C(O)C(O)C(=O)Nc1ccccc1OC (stereo not drawn),76,-0.5,-8,-1,0,-3,3,1,4
CC(C)CCNC(=O)CNC(=S)N(Cc1ccccc1)Cc1cccnc1,121,2.4,10,1,2,6,-13,-2,-2
CCOCC(=O)Nc1cc(C(=O)Nc2ccc(F)cc2)ccc1Cl,113,1.3,15,-2,-2,-1,1,-2,0

# Reformatted bar-delimited: entries from further up
SMILES | Yeast superoxide | PP5 inh | ZTA counter | PP1 counter | HCV core dimer | EBNA-1 inhibitor | JMJD2C inh | TPT1 inh | CTSL1 counter
O=C(NCCO)c1cc([N+](=O)[O-])cc2c1C=Cc1ccccc1O2 | 125 | 2.2 | -2 | -5 | -4 | -13 | -4 | 4 | 1
O=C(COC(=O)/C=C/c1cccc(Br)c1)NC1CCCCCC1 | 95 | 0.6 | -12 | -3 | / | / | 0 | / | /
CC1OC(Nc2ccc(OC(F)(F)F)cc2)C(O)C(O)C1O (stereo not drawn) | 102 | -0.5 | 13 | -2 | -2 | 1 | -1 | 3 | 1

# Further results
SMILES,Yeast superoxide,PP5 inh,ZTA counter,PP1 counter,HCV core dimer,EBNA-1 inhibitor,JMJD2C inh,TPT1 inh,CTSL1 counter
CCN1CCN(CCNC(=O)c2ccc(/C=C3/Sc4ccccc4N(Cc4cccc(Cl)c4)C3=O)cc2)CC1,105,3.1,26,4,-8,-12,-20,-1,3
O=[N+]([O-])c1cc(C(F)(F)F)ccc1NCCCN1CCOCC1,86,1.9,-16,-3,0,-2,-16,-3,1
CN1c2ccccc2Oc2c(c(=O)n(C)c(=O)n2C)C1c1cccc([N+](=O)[O-])c1 (stereo not drawn),102,1.9,-12,0,-1,3,-9,-6,-7
C[C@@H]1C[C@H](Nc2ccccc2)c2ccccc2N1C(=O)c1cccnc1,86,0.6,4,-5,-5,4,13,0,5
CC(C)Cc1cc(C(=O)Nc2cc(C(F)(F)F)ccc2Cl)no1,89,0.5,3,1,-97,-1,-12,-1,2
CC(C)(C)c1ccc(S(=O)(=O)N2CCC(c3nc4ccc(Cl)cc4[nH]3)CC2)cc1,106,5.7,-2,6,22,4,18,4,2
COC(=O)c1ccccc1S(=O)(=O)N1CCC(C(=O)OC(C)C(=O)Nc2ccc(NC(C)=O)cc2)CC1 (stereo not drawn),107,1.1,7,-2,0,-3,7,2,-6
COC(=O)Cn1c(=NC(=O)CSC(C)=O)sc2ccccc21,97,-1.1,3,0,-6,2,-8,-4,-16
O=S(=O)(NC1CCCCC1Sc1ncccn1)c1ccccc1 (stereo not drawn),104,-5.0,-17,-6,-14,-5,7,-4,2
CCOC(=O)N1CCC(N2CCN(Cc3ccc(C)o3)C(CCO)C2)CC1 (stereo not drawn),98,-1.3,15,1,-1,11,-2,-3,-2
CCN(CCNC(=O)CN1CCN(Cc2ccc(Cl)cc2)C1=O)c1ccccc1,119,1.8,-10,3,0,-3,9,5,1
Cc1cccc(NS(=O)(=O)c2ccc(NS(=O)(=O)c3cccs3)cc2)c1,102,2.2,14,2,-1,-2,0,2,-2
COc1ccc(/C=C/c2nc(-c3ccccc3O)n[nH]2)cc1OC,92,4.9,18,1,0,6,1,1,8
COc1ccccc1C1C(C(=O)c2cc3ccccc3o2)=C(O)C(=O)N1CCN(C)C (stereo not drawn),105,1.1,11,1,3,16,-2,1,-1
Nc1ccc(C(=O)Nc2ccc3nc(-c4cccnc4)[nH]c3c2)cc1,90,2.2,-3,-2,-9,-5,9,-3,1
CC(=O)N1CCc2cc(S(=O)(=O)NC(C(=O)NCc3ccccc3)C(C)C)ccc21 (stereo not drawn),121,3.2,-1,-13,-11,-6,15,2,-1
CCOc1ccc(C2CC(c3ccc(OC)c(OC)c3)n3nc(N)nc3N2)cc1 (stereo not drawn),107,3.3,-1,-5,0,0,-7,1,-3
Cc1c(Cl)cnc(NC(=O)COC(=O)c2cccs2)c1Cl,112,-1.8,2,-1,/,/,1,/,/
CCOC(=O)NN1C(=O)c2ccccc2NC12CCCC2,128,0.6,-14,-1,-2,-3,6,-2,4
CCC(Sc1nc(C)cc(C)n1)C(=O)Nc1cc(C)on1 (stereo not drawn),97,1.5,-18,-4,-1,8,1,-5,4
Cc1cc(C(F)(F)F)nn1CC(=O)NCc1ccccc1,88,2.4,-13,-4,-1,-11,1,1,2
COc1ccc(C(=O)Nc2ccccc2SCc2cc(=O)n3nc(C)sc3n2)cc1OC,103,0.6,3,-4,-2,-4,2,-1,1
CCOc1ccc(S(=O)(=O)N2CCCCC2)cc1NC(=O)CCc1ccc(OC)cc1,108,1.7,6,2,/,/,-2,/,/
CC(=O)Nc1ccccc1OC(=O)N1CCOCC1,101,3.3,7,2,-11,-16,3,-1,-2
NC(=O)CNC(=O)C1CCCc2c1[nH]c1ccc(Cl)cc21 (stereo not drawn),126,-0.1,3,-2,-4,2,0,-2,2
CCC(C)NCCOCCOc1cc(C)c(Cl)c(C)c1 (stereo not drawn),84,-2.7,-1,-5,-7,-9,-3,-1,3
CCCCN(C(=O)c1ccc(N2CCCC2=O)cc1)c1c(N)n(CCC)c(=O)[nH]c1=O,113,-0.7,11,3,/,/,-3,/,/
COC(=O)c1c(NC(C)=O)csc1C,117,3.5,8,-2,-3,-13,4,1,-1
CC1(C)CC(=O)C2=C(C1)OC1=C(C(=O)CC(C)(C)C1)C2c1ccc(O)cc1O,91,-0.1,-19,0,-3,4,1,-6,5
Cc1cccc(Nc2nc(-c3sc(C)nc3C)cs2)c1,99,3.6,8,1,-2,-8,6,-1,4
COc1cccc(CNC(=O)C2Cc3ccccc3CN2C(C)=O)c1 (stereo not drawn),93,1.8,1,4,-9,-12,8,-5,-3
Cc1cc(C)c2cc(CN(CCN3CCCC3)C(=O)Nc3ccc(F)cc3)c(=O)[nH]c2c1,99,0.1,-7,0,4,-7,-5,9,5
CCOc1cc2oc(=O)c3c(c2cc1Cl)CCC3,101,1.3,2,-1,6,6,-12,-5,-1
CCCc1nnc(NC(=O)CCC(=O)N2CCN(Cc3ccccc3)CC2)s1,115,-0.5,14,-2,5,8,10,-3,1
COC(=O)CSc1nc2cc3c(cc2cc1C#N)OCO3,106,-1.1,7,1,-55,9,-1,-4,0
Cc1ccn2c(C(=O)N/N=C\c3ccccc3[N+](=O)[O-])c(C)nc2c1,89,0.3,-5,0,-4,-2,7,0,-1
